IMPase Li cell – membrane-permeable IMPase blocker, potentiated with lithium; hit rate 0.35% among 210,000; Potency, µM (doses to about 59.4 µM), without a hit: at the top dose activity, negative = IMPase inhibition, usual class: inhibitors; CHO-M1 cells, IP1 TR-FRET (IP-One), carbachol + lithium;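 further: IP1 builds up when IMPase is blocked and the TR-FRET signal falls; potency means the concentration at half of the fitted maximal effect; plate controls were basal vehicle for no effect and high inhibitor control for full effect; nearly all actives have a fitted effect of over 50% in size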
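IP1 accumulation measured by competitive TR-FRET in lysed CHO-M1 cells after 30 min compound exposure at 37C, with a small lithium addition to potentiate weak responses. Hill-equation AC50 from ratio and donor-channel data.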
HttQ103 aggreg – reduces HttQ103-GFP aggregates in PC12 cells; PC12 HttQ103-GFP aggregates, Acumen cytometry, 40 h; Potency, µM (doses to about 46.1 µM), for the others: at the top dose activity change, negative = inhibition, usual class: inhibitors; hit rate 1.1% among 220,000; further: potency means the concentration at half of the fitted maximal effect; on the % scale 0 is the no-effect control and ±100 the full control effect; nearly all actives have a fitted effect of over 60% in size
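PC12 cells stably carrying ecdysone-inducible HTT exon 1 Q103–GFP were induced with tebufenozide (100 nM final) and treated with library compounds in titration. GFP aggregates in lysates were counted by laser scanning cytometry.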
Epigenetic derep – regulators of epigenetic silencing causing reporter derepression in mouse cells | murine LDR cells, GFP reporter derepression, 30 h | Potency, µM (titrated, usually from 53.9 µM), without a hit: top-dose GFP activation, actives largely listed as activators | hit rate 0.2% among 280,000 | AID 1865; further: potency means the concentration at half of the fitted maximal effect; % of control where 0% means no effect; nearly all actives have a fitted effect of over 60% in size
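Readout is the number of GFP-expressing murine LDR cells, counted by cytometry following washing. Cells were treated with compound for 30 h at 37 C; the stably integrated CMV-GFP locus is normally silent.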
CBFb RUNX1 block – inhibitors of human CBF-beta and RUNX1 interaction. Q01196+Q13951. 230,000 tested, under 10 active. AID 1477. AlphaScreen CBFb-His/RUNX1-biotin binding, biochemical. Potency, µM (highest dose often 59.8 µM), for the others: top-dose activity, negative = inhibition, actives largely listed as inhibitors; further: % of control where 0% means no effect
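Bead-based AlphaScreen assay; binding partners His-tagged CBF-beta and biotinylated RUNX1 at 30 nM each. Compound exposure 15 min after a 20-min protein preincubation; bead step 90 min; all steps at room temperature.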
Luc counter – Kinase-Glo luciferase inhibition (counter-screen) | Potency, µM (titrated, usually from 38.3 µM), for the others: top-dose activity change, negative = inhibition, usual class: inhibitors | hit rate 0.28% among 200,000 | AID 1379 | Kinase-Glo luciferase, ATP luminescence, 8 min | Q27757; further: potency means the concentration at half of the fitted maximal effect; on the % scale 0 is the no-effect control and ±100 the full control effect; nearly all actives have a fitted effect of over 60% in size
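Light output from Kinase-Glo luciferase with luciferin and 10 uM ATP in 50 mM imidazole pH 7.2, KCl, MgCl2, Tween 20, BSA; compound pin-delivered, 8-min ambient incubation, then luminescence read.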
L3MBTL1 inh – L3MBTL1 (human) inhibition; Q9Y468; AlphaScreen L3MBTL1–H3K9me1 peptide binding; Potency, µM (series often up to 57.1 µM), without a hit: at the highest dose activity, negative = inhibition, hits mostly inhibitors; hit rate 0.66% among 230,000; AID 485360; further: potency means the concentration at half of the fitted maximal effect; on the % scale 0 is the no-effect control and ±100 the full control effect; nearly all actives have a fitted effect of over 60% in size
Target sequence (Q9Y468 whole entry, looked up): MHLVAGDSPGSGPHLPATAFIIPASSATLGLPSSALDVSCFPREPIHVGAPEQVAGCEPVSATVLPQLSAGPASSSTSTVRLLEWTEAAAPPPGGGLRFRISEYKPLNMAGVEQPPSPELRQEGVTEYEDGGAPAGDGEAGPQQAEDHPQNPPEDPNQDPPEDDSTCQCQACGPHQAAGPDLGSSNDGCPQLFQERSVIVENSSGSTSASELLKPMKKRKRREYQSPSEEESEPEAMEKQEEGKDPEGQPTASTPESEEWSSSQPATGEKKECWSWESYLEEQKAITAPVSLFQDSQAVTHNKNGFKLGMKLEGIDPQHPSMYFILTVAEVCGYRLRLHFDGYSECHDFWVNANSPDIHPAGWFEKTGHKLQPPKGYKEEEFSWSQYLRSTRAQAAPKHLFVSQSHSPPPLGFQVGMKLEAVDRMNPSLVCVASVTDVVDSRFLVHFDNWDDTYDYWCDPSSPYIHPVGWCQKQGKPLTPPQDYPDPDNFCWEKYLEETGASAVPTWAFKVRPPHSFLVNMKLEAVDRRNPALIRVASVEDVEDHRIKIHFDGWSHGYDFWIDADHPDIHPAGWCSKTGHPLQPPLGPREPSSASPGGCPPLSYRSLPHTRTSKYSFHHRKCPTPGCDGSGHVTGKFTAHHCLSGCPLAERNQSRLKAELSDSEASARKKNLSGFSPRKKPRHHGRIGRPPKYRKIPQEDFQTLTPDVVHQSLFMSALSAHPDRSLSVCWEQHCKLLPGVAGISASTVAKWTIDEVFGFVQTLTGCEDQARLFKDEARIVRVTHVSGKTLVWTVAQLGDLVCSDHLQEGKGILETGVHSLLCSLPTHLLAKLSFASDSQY
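Displacement of a biotinylated histone H3(1-15) peptide monomethylated at Lys9 (75 nM) from L3MBTL1 (50 nM) was measured by AlphaScreen after a 30 min room-temperature compound incubation; cefsulodin titration served as intraplate control.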
NPSR antagonist – antagonists of human neuropeptide S receptor cAMP signaling; CHO-NPSR cells, cAMP TR-FRET, antagonist mode; Potency, µM (doses to about 38.3 µM), for the others: top-dose activity change, negative = inhibition, most hits filed as inhibitors; hit rate 1% among 220,000; AID 1461; further: potency means the concentration at half of the fitted maximal effect; on the % scale 0 is the no-effect control and ±100 the full control effect; nearly all actives have a fitted effect of over 50% in size; many of its hits are not listed in these tables
An asterisk follows results filed as active; ? = inconclusive; . = not tested or not shown; [ ] = remark or other dose. The call rests on the fitted dose curve; in most records, active means well fitted curve in the direction sought with a large enough effect; inconclusive means small, poorly fitted or top-dose-only effect, or another doubt; inactive means no such curve, though single readings can be large; an effect the other way counts as inactive or inconclusive. These rows are one share of the data; count on the stated rates, not on these rows.

Codes – A = IMPase Li cell; B = HttQ103 aggreg; C = Epigenetic derep; D = CBFb RUNX1 block; E = Luc counter; F = L3MBTL1 inh; G = NPSR antagonist
> COc1cccc(OC(=O)CSc2nnc(-c3ccccc3Br)o2)c1
  A: 11%[38.3 µM]	B: 7%	C: -1.0%	D: 0%	E: -5%	F: .	G: -13%[46.1 µM]
> CCOc1cc(C2NC(=O)NC(O)(C(F)(F)F)C2C(=O)c2ccccc2)ccc1OC (stereo unspecified)
  A: 15%[38.3 µM]	B: 2%	C: -0.8%	D: 11%	E: 2%	F: 4%	G: -10%[46.1 µM]
> COc1ccc(C(c2nnnn2CS(=O)(=O)c2ccc(C)cc2)N2CCN(c3ncccn3)CC2)cc1 (stereo unspecified)
  A: -1%	B: 5%	C: -2.0%	D: -4%	E: 2%	F: -18%	G: -3%[46.1 µM]
> CCOC(=O)/C=C/C(=O)OCC(=O)Nc1cccc(Br)c1
  A: -4%	B: 26%	C: 4.8%	D: 3%	E: 2%	F: -12%	G: 17%
> CCCCc1nnc(NC(=O)C2CCCO2)s1 (stereo unspecified)
  A: 24%[38.3 µM]	B: 12%	C: -1.0%	D: 11%	E: 3%	F: .	G: 2%[46.1 µM]
> COc1ccc(CCNC(=O)c2cc(C(=O)c3cc(C)ccc3O)cn(CCc3ccc(OC)cc3)c2=O)cc1
  A: -4%	B: 19%	C: -2.0%	D: ?	E: 0%	F: -11%	G: -14%
> COc1ccccc1-n1cc(CN2CCN(C3CCCCC3)C(CCO)C2)cn1 (stereo unspecified)
  A: 23%	B: .	C: 0.0%	D: 4%	E: 0%	F: -1%	G: -1%
> CCCCCN(C(=O)COC(=O)c1ccc(Br)o1)c1c(N)n(CCCC)c(=O)[nH]c1=O
  A: 29%[38.3 µM]	B: 2%[9.22 µM]	C: 10%	D: -11%	E: 1%	F: .	G: -15%[46.1 µM]
> CCn1c(=O)c(=O)n(CC)c2cc(S(=O)(=O)N3CCc4ccccc43)ccc21
  A: -2%[38.3 µM]	B: -4%	C: 0.5%	D: -3%	E: -1%	F: .	G: -9%[46.1 µM]
> Cc1ccc(S(=O)(=O)NC(CC(=O)N2CCc3ccccc32)c2ccco2)cc1 (stereo unspecified)
  A: -14%[38.3 µM]	B: -12%	C: 0.0%	D: 0%	E: 0%	F: -6%	G: -16%[46.1 µM]
> c1ccc(CNn2nnnc2-c2ccccc2)cc1
  A: -6%[38.3 µM]	B: -5%	C: -0.7%	D: 0%	E: -4%	F: .	G: -15%[46.1 µM]
> Cc1cc2nc(/N=C(\N)NC(=O)N3c4ccccc4Sc4ccccc43)nc(C)c2cc1C
  A: 6%	B: -27%	C: -1.8%	D: -10%	E: 4%	F: -9%	G: -1%
> COc1ccc(-c2cn[nH]c2-c2ccc(OCc3ccccc3)cc2O)cc1OC
  A: .	B: -1%[9.22 µM]	C: ?	D: -3%	E: .	F: -15%	G: -42%
> CCOc1cccc(-c2cc(=O)[nH][nH]2)c1
  A: 3%	B: 20%	C: -8.7%	D: 0%	E: 0%	F: -11%	G: -4%[46.1 µM]
> O=C(O)/C=C/c1ccccc1[N+](=O)[O-]
  A: .	B: 5%[9.22 µM]	C: -0.3%	D: 3%	E: .	F: 12%	G: -1%[7.67 µM]

Results in CBFb RUNX1 block, L3MBTL1 inh and IMPase Li cell, for some of the entries so far:
| SMILES | CBFb RUNX1 block | L3MBTL1 inh | IMPase Li cell |
| --- | --- | --- | --- |
| Cc1cc2nc(/N=C(\N)NC(=O)N3c4ccccc4Sc4ccccc43)nc(C)c2cc1C | -10% | -9% | 6% |
| COc1ccc(CCNC(=O)c2cc(C(=O)c3cc(C)ccc3O)cn(CCc3ccc(OC)cc3)c2=O)cc1 | ? | -11% | -4% |
| CCn1c(=O)c(=O)n(CC)c2cc(S(=O)(=O)N3CCc4ccccc43)ccc21 | -3% | . | -2%[38.3 µM] |

(more compounds)
Codes – A = IMPase Li cell; B = HttQ103 aggreg; C = Epigenetic derep; D = CBFb RUNX1 block; E = Luc counter; F = L3MBTL1 inh; G = NPSR antagonist
> COc1ccc(CNC(=O)CC2Sc3ccccc3NC2=O)cc1 (stereo unspecified)
  A: -6%	B: 24%	C: -1.4%	D: 3%	E: -1%	F: 1%	G: 10%
> COc1ccc(CN=C(Nc2ccccc2)SC2CC(=O)NC2=O)cc1 (stereo unspecified)
  A: 15%	B: 20%[9.22 µM]	C: 1.1%	D: ?	E: -3%	F: -13%	G: -1%
> C/C(=N\NC(=O)C1CC1(C)c1ccccc1)c1ccco1 (stereo unspecified)
  A: -5%	B: 9%	C: 0.0%	D: -4%	E: -5%	F: -12%	G: 27%
> CCNc1nc(Sc2ccc(C)cc2)cc(C(F)(F)F)n1
  A: 2%[38.3 µM]	B: -7%	C: 5.1%	D: 2%	E: 4%	F: 28%	G: -29%[46.1 µM]
> Cc1ccc(/C=N/NC(=O)CSc2nc3ccccc3c(=O)n2-c2ccccc2)s1
  A: 1%	B: -6%	C: -1.9%	D: -3%	E: -2%	F: 3%	G: -19%
> CN(C)CCn1c(C(=O)Nc2ccccc2)cc2ccccc21
  A: .	B: 3.2µM*	C: -1.0%	D: 1%	E: .	F: 0%	G: -13%[46.1 µM]
> O=C1CN(C(=O)c2ccco2)C(c2ccccc2)c2cc(Cl)ccc2N1 (stereo unspecified)
  A: -1%[38.3 µM]	B: 9%	C: 0.0%	D: 1%	E: -2%	F: -3%	G: -9%[46.1 µM]
> N/C(Cc1ccc(Cl)cc1)=N\OC(=O)c1ccc2ccccc2c1
  A: -2%[38.3 µM]	B: 3%	C: 0.9%	D: 7%	E: -1%	F: 15%	G: -6%[46.1 µM]
> CC(OC(=O)c1ccc(Cl)c(S(=O)(=O)Nc2ccc(F)cc2)c1)C(=O)NC(N)=O (stereo unspecified)
  A: .	B: 2%[9.22 µM]	C: 1.1%	D: -2%	E: .	F: 7%	G: 18%
> CN1CCc2nc(NC(=O)COc3ccc(C#N)cc3)sc2C1
  A: -6%	B: 8%	C: 1.1%	D: 0%	E: 3%	F: .	G: 1%
> Cc1[nH]c2ccc(-c3n[nH]c(=S)n3Cc3ccccc3)cc2c1C
  A: 8%	B: 6%	C: 1.1%	D: -23%	E: -9%	F: -17%	G: -17%
> Cc1ccc(C(=O)NC2CCN(C(=O)N3CCOCC3)CC2)cc1
  A: -6%[38.3 µM]	B: 13%	C: -0.3%	D: 6%	E: 0%	F: -1%	G: 2%[46.1 µM]
> CCC(=O)NCCCc1nc2ccccc2n1Cc1ccccc1F
  A: 8%	B: 32%	C: 1.5%	D: -3%	E: -1%	F: 8%	G: 9%
> Cc1ccc(NC(=O)COC(=O)c2ccc3c(c2)C(=O)N(CCc2ccccc2)C3=O)c(C)c1
  A: -6%	B: 7%	C: 0.1%	D: 1%	E: 0%	F: -4%	G: -33%
> COc1ccc(/C=N\N=C2/SC(CC(=O)O)C(=O)N2c2ccc(O)cc2)cc1 (stereo unspecified)
  A: .	B: 2%	C: 4.1%	D: -3%	E: .	F: 4%	G: -15%[46.1 µM]

The closing 3 compounds of the part before open the next one.
Codes – A = IMPase Li cell; B = HttQ103 aggreg; C = Epigenetic derep; D = CBFb RUNX1 block; E = Luc counter; F = L3MBTL1 inh; G = NPSR antagonist
> CCC(=O)NCCCc1nc2ccccc2n1Cc1ccccc1F
  A: 8%	B: 32%	C: 1.5%	D: -3%	E: -1%	F: 8%	G: 9%
> Cc1ccc(NC(=O)COC(=O)c2ccc3c(c2)C(=O)N(CCc2ccccc2)C3=O)c(C)c1
  A: -6%	B: 7%	C: 0.1%	D: 1%	E: 0%	F: -4%	G: -33%
> COc1ccc(/C=N\N=C2/SC(CC(=O)O)C(=O)N2c2ccc(O)cc2)cc1 (stereo unspecified)
  A: .	B: 2%	C: 4.1%	D: -3%	E: .	F: 4%	G: -15%[46.1 µM]
> Cc1c(NC(=O)CN2c3cccc4cccc(c34)S2(=O)=O)c(=O)n(-c2ccccc2)n1C
  A: -1%	B: 20%	C: -0.1%	D: 3%	E: -1%	F: -5%	G: 23%
> CS(=O)(=O)NC1c2cccc3cccc(c23)C1N1CCOCC1 (stereo unspecified)
  A: 6%	B: 7%	C: 0.9%	D: 1%	E: -2%	F: -7%	G: -4%[46.1 µM]
> Cc1ccc(SC(C)C(=O)NCc2ccncc2)cc1 (stereo unspecified)
  A: 20%	B: -14%	C: -0.4%	D: 8%	E: 4%	F: 1%	G: 2%
> C=CCNc1cc(C)oc(=O)c1C(=O)CC
  A: -4%	B: -26%	C: -4.6%	D: 19%	E: 0%	F: .	G: 25%
> Cn1c(=O)c2c(SCc3cccc(C(F)(F)F)c3)nc(-c3ccco3)nc2n(C)c1=O
  A: .	B: 3%	C: -1.0%	D: -1%	E: .	F: -1%	G: -13%[46.1 µM]
> Cc1nc2ccc(S(=O)(=O)NCC(=O)NCCN3CCCCCC3)cc2s1
  A: 6%[38.3 µM]	B: 4%	C: 1.1%	D: 5%	E: -8%	F: 0%	G: -9%[46.1 µM]
> CCCN1CN(Cc2ccccc2)CC2=C1CC(C)(C)CC2=O
  A: -3%[38.3 µM]	B: -3%	C: -1.3%	D: -10%	E: -4%	F: -14%	G: -14%[46.1 µM]
> COc1ccc([C@H]2C=C(C(=O)O)O[C@@H](OCc3ccc(CO)cc3)C2)cc1
  A: .	B: 8%[9.22 µM]	C: 4.7%	D: -2%	E: .	F: .	G: 9%
> Cc1cc(C)c(S(=O)(=O)c2ccccc2)c(OC(=O)c2c(F)cccc2Cl)n1
  A: 34%[activator][38.3 µM]	B: -8%	C: 0.7%	D: 5%	E: 1%	F: .	G: 8%[46.1 µM]
> O=C(c1cc2n(n1)C(C(F)(F)F)CC(c1ccc(Cl)cc1)N2)N1CCCC1 (stereo unspecified)
  A: 35%[38.3 µM]	B: -4%	C: 0.9%	D: 4%	E: 7%	F: -1%[11.4 µM]	G: -18%[46.1 µM]
> Cn1cc(CN(CCO)Cc2cccs2)c(-c2ccccc2F)n1
  A: 5%	B: .	C: 0.0%	D: 2%	E: -2%	F: 1%	G: 0%
> COc1ccccc1-n1c(SCC(=O)OC(C)C)nc2cccnc21
  A: .	B: -23%[9.22 µM]	C: -1.1%	D: -3%	E: .	F: .	G: 1%
> O=C(NCc1c(Cl)cccc1Cl)c1ccc2nnsc2c1
  A: .	B: 3%[9.22 µM]	C: -0.3%	D: -4%	E: .	F: 1%	G: 28%
> CCC(=Cc1ccc(CC)cn1)CC
  A: .	B: 7%[9.22 µM]	C: -1.6%	D: 15%	E: .	F: 54%[activator]	G: -29%
> O=C(NN=C1CCCCCC1)c1c[nH]c2ccccc12
  A: 6%	B: 4%	C: -0.7%	D: -9%	E: -1%	F: -11%	G: 2%

High-throughput results: PubChem BioAssay, National Center for Advancing Translational Sciences (NCATS)
